Bioassay records from PubChem.
IL2 activator: activators of IL-2; IL-2 activation reporter assay, cell-based qHTS; stimulated with anti-CD3/CD4/CD28 beads; in transgenic mouse T cells; activation, % (series mostly up to about 46 µM); actives 0.065% (n = 360,000); in the data active means activation above about 50%; inconclusive means mostly about 30% to 49%; further: 0% is about no effect
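Unstimulated transgenic mouse T cells preincubated 60 min with compound, then stimulated with anti-CD3/anti-CD4-coated beads plus anti-CD28 for 18 h at 37 degrees C. IL-2 response read as EGFP and DsRed fluorescence by plate cytometry.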
Abeta rescue: compounds reversing amyloid beta toxicity in yeast; yeast expressing A-beta42, growth rescue, OD600, 48 h; response scale: 0% DMSO, 100% iron-clioquinol control; Potency, µM (titrated, usually from 46.1 µM), for the others: at the top dose growth rescue, usual class: activators; actives 0.063% (n = 410,000); further: potency means the concentration at half of the fitted maximal effect; nearly all actives have a fitted effect of over 55% in size
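Growth rescue measured by 600 nm absorbance after 48 h yeast culture at 30 C with compound. Values normalized between DMSO and an equimolar ferric chloride plus clioquinol control.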
WRN helicase inh: WRN helicase (human) inhibition; Potency, µM (highest dose often 114 µM), inactives show at the highest dose activity change, negative = inhibition, hits mostly inhibitors; Q14191; actives 0.46% (n = 360,000); WRN helicase unwinding, fluorescent forked duplex, kinetic; AID 651768; further: potency means the concentration at half of the fitted maximal effect; on the % scale 0 is the no-effect control and ±100 the full control effect; nearly all actives have a fitted effect of over 55% in size
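Enzyme (20 nM final) and test compound sit together 15 min at room temperature before substrate addition. Substrate is a single-forked duplex oligonucleotide (100 nM) labelled with fluorophore and quencher, with 2 mM ATP; helicase unwinding raises red fluorescence, read kinetically.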
PLK1 PBD inh: blocks phosphopeptide binding to human PLK1 polo-box domain. AID 720504. Plk1 PBD binding of FITC phosphopeptide, fluorescence polarization. P53350. actives 2.8% (n = 360,000). Potency, µM, without a hit: max response, negative = inhibition, actives largely listed as inhibitors; further: potency means the concentration at half of the fitted maximal effect; series mostly up to about 57 µM; on the % scale 0 is the no-effect control and ±100 the full control effect; nearly all actives have a fitted effect of over 65% in size
Target sequence (P53350 whole entry, looked up, the tested form may be a part): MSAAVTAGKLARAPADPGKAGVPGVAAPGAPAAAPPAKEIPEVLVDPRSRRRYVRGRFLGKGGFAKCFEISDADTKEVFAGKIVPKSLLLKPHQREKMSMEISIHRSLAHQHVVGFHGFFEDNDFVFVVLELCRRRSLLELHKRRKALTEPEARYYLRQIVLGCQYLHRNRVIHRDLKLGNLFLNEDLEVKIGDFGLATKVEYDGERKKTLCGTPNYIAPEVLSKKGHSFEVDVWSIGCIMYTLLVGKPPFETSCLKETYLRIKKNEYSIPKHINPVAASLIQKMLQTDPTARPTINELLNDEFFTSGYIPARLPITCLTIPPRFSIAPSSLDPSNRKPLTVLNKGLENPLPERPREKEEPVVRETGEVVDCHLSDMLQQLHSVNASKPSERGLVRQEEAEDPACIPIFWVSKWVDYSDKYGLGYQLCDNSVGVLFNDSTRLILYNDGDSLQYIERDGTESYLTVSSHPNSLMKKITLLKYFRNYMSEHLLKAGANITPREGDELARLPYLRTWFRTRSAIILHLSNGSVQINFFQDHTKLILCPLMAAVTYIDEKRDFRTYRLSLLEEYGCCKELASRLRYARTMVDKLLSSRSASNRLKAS
FUS suppressor: rescues growth of FUS-expressing yeast. actives 0.24% (n = 390,000). Potency, µM (titrated, usually from 76.6 µM), for inactives: at the highest dose growth rescue (activation), actives largely listed as activators. AID 1347120. S. cerevisiae FUS-expressing, growth rescue, OD600, 24 h;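 further: potency means the concentration at half of the fitted maximal effect; plate controls were DMSO vehicle for no effect and reference control for full effect; nearly all actives have a fitted effect of over 55% in size; some results filed as inactive show a strong effect at the top dose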
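Yeast FUS proteinopathy model; galactose-induced FUS (2%), starting OD 0.005. Cpds in dilution series, 24hr, 30C, 99% humidity. Abs 600 nm growth. Pos ctrl CP55940 (top 92uM final); neg ctrl DMSO.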
PI5P4Ka inh: PI5P4K alpha (human) kinase inhibition; PI5P4Kalpha enzyme, ADP-Glo luminescence, 60 min; active compounds read low; max response, %; actives 1.2% (n = 330,000); AID 652105; active means max response of -50% or lower; inconclusive means between -30% and -50%; inactive means -30% or higher; further: value at the top dose of about 77 µM; on the % scale 0 is the no-effect control and ±100 the full control effect
Target sequence (P48426 whole entry, looked up): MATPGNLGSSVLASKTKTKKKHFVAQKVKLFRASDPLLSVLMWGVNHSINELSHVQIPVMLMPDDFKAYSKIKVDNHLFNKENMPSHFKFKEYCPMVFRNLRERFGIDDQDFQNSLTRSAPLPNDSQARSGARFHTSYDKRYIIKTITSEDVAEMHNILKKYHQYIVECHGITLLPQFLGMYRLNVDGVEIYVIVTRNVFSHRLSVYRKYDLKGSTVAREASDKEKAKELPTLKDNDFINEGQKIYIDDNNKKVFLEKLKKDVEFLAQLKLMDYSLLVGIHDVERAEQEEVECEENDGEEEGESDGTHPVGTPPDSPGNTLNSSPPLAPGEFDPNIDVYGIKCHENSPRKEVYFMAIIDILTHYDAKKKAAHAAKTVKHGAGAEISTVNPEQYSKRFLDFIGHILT
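Luminescence from ADP-Glo served as readout of PI5P4Kalpha activity in a qHTS format. Reaction: enzyme, substrate, compound, ATP at 5 microM final, 60 min at RT.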
EPAC1 antag: blocks human EPAC1 exchange factor; O95398; EPAC1 GEF assay, Rap1b-BODIPY-GDP exchange fluorescence; Potency, µM (doses to about 115 µM), for inactives: top-dose activity change, negative = inhibition, actives largely listed as inhibitors; actives 0.14% (n = 360,000);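 further: potency means the concentration at half of the fitted maximal effect; plate controls were vehicle for no effect and positive control for full effect; nearly all actives have a fitted effect of over 50% in size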
EPAC1 agonist: agonists of human EPAC1; O95398; Potency, µM (top dose mostly 154 µM), inactives show top-dose activation, usual class: activators; actives 0.073% (n = 360,000); EPAC1 agonist qHTS, biochemical assay; response scale: 100% = response to 6.5 mM cAMP; further: potency means the concentration at half of the fitted maximal effect; nearly all actives have a fitted effect of over 60% in size
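Nucleotide exchange assay: 100 nM EPAC1 with 250 nM Rap1B loaded with BODIPY-GDP and 50 uM GDP, room temperature. Fluorescence (480/540 nm) read every 5 min for 30 min; signal change normalized to 6.5 mM cAMP as full agonist.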
aSyn rescue: rescues yeast growth from alpha-synuclein toxicity; Yeast expressing alpha-synuclein, growth rescue, BacTiter-Glo, 24 h; Potency, µM (top dose mostly 46.1 µM), for inactives: at the top dose growth rescue (activation), usual class: activators; actives 0.14% (n = 370,000); AID 652106; further: potency means the concentration at half of the fitted maximal effect; % of control where 0% means no effect; nearly all actives have a fitted effect of over 65% in size
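Rescue of yeast growth: cells expressing toxic alpha-synuclein, induced in galactose at OD600 0.02, incubated with compound 24 h at 30 C. ATP luminescence quantified growth; inhibitors of toxicity appear as activators.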
* hit, by the source's call; ? = inconclusive; . = no result given; [ ] = another dose, or the depositor's remark. Unless noted, the call rests on the fitted dose curve; in most records, active means well fitted curve in the direction sought with a large enough effect; inconclusive means small, poorly fitted or top-dose-only effect, or another doubt; inactive means no such curve, though single readings can be large; an effect the other way counts as inactive or inconclusive. Rows were taken by chance, and some 4.1% of all compounds hit somewhere here.

SMILES	IL2 activator	Abeta rescue	WRN helicase inh	PLK1 PBD inh	FUS suppressor	PI5P4Ka inh	EPAC1 antag	EPAC1 agonist	aSyn rescue
CSc1ccc(Cl)c(C(=O)OCC(=O)N2CCOCC2)c1	-0.1	-6%	-2%	-5%	3%	4	10%	-4%	0%
Cc1ccc(C)c(OCc2cc(C(=O)NC3CCOC(C)(C)C3)no2)c1 (stereo unspecified)	-3.7	10%	-27%	-7%	.	-5	-3%	0%	-4%
CC(C)(C)NC(=O)C1CC(=O)OC12CCOC(C)(C)C2 (stereo unspecified)	-0.4	-1%	4%	3%	-18%	1	-8%	-2%	0%
O=C(c1ccco1)N1CCN(CCCCOc2cccc3ccccc23)CC1	0.5	-6%	-18%	4%	.	-2	-5%	9%	0%
Cc1nn(C)c(Cl)c1CN1CCN(C2CCCCC2)C(CCO)C1 (stereo unspecified)	0.7	3%	-3%	-2%	-7%	-4	-13%	10%	1%
O=C(O)c1cccc(S(=O)(=O)N2CCC(n3nnc4cc(C(F)(F)F)ccc43)CC2)c1	0.2	?	-13%	-4%	11%	2	-11%	-6%	2%
COc1ccc2cc(CN(CCc3ccccc3)Cc3nnnn3Cc3ccco3)c(=O)[nH]c2c1	-0.7	14%	?	-21%	16%	?	-26%	5%	9%
Cc1ccc(S(=O)(=O)N2CCN(C(=O)COC(=O)COc3ccccc3C(C)C)CC2)c(C)c1	-0.5	0%	-6%	-19%	?	3	-9%	-8%	1%
CCC(=O)Nc1ccc(S(=O)(=O)N2CCc3ccccc3C2)cc1	-2.8	-3%	-6%	-14%	20%	-7	?	0%	10%
CCOC(=O)c1cc2c(OC)c(OC)ccc2c2[nH]cc(C#N)c(=O)c12	-1.2	-8%	1%	-3%	2%	13	-8%	-17%	24%
Cc1ccc(S(=O)(=O)N2C[C@@H]3CCCC[C@@H]3[C@@H](C)[C@H]2c2cn(Cc3ccccc3)c3ccc(F)cc23)cc1	-0.9	-7%	-7%	-8%	-20%	-9	17%	-10%	14%
N#CCC(=O)Nc1ccc(C(=O)OCC(=O)N2CCCC2=O)cc1	2.8	-3%	-6%	-2%	2%	-1	-4%	?	0%
CC1Cc2cc(/C(O)=C3/C(=O)C(=O)N(CCCN4CCOCC4)C3c3ccc(C(C)C)cc3)ccc2O1 (stereo unspecified)	-4.3	-12%	-2%	-22%	9%	-1	-7%	-16%	0%
NC(=O)CC(NC(=O)c1ccc(Br)cc1)c1ccc(NCCc2ccc(F)cc2)c([N+](=O)[O-])c1 (stereo unspecified)	-0.8	-9%	8%	0%	?	-9	2%	0%	-2%
COc1cc(/C=C/C(=O)OCC(=O)N2CCC(C)CC2)ccc1OCC#N	1.8	12%	0%	3%	5%	0	15%	-9%	8%
CCC1CCC(C(=O)NC(C(=O)NCCN2CCOCC2)C(C)C)CC1 (stereo unspecified)	0.7	?	-2%	-2%	8%	0	3%	2%	8%
CCN=c1sc(C(=O)NCCc2ccccc2)cc(=O)n1CC	-2.7	31%	-6%	-17%	6%	-12	-13%	3%	15%
O=C1CCCN2N=C(SCC(=O)Nc3nccs3)SC2=N1	0.2	-18%	?	-11%	22%	-21	11%	-9%	2%
CCc1ccc2[nH]c(=O)c(CN(Cc3ccc(F)cc3)C(c3nnnn3CCN3CCOCC3)C(C)C)cc2c1 (stereo unspecified)	-1.4	4%	2%	-9%	?	.	-7%	8%	0%
CCN1CC=C2C(C#N)=C(N)C(C#N)(C#N)[C@H](c3ccoc3)[C@H]2C1	4.7	2%	-30%	?	30%	-18	11%	?	-6%

By substructure: the entries above with an aryl methoxy group
SMILES	IL2 activator	Abeta rescue	WRN helicase inh	PLK1 PBD inh	FUS suppressor	PI5P4Ka inh	EPAC1 antag	EPAC1 agonist	aSyn rescue
COc1ccc2cc(CN(CCc3ccccc3)Cc3nnnn3Cc3ccco3)c(=O)[nH]c2c1	-0.7	14%	?	-21%	16%	?	-26%	5%	9%
CCOC(=O)c1cc2c(OC)c(OC)ccc2c2[nH]cc(C#N)c(=O)c12	-1.2	-8%	1%	-3%	2%	13	-8%	-17%	24%
COc1cc(/C=C/C(=O)OCC(=O)N2CCC(C)CC2)ccc1OCC#N	1.8	12%	0%	3%	5%	0	15%	-9%	8%

Next structures.
SMILES	IL2 activator	Abeta rescue	WRN helicase inh	PLK1 PBD inh	FUS suppressor	PI5P4Ka inh	EPAC1 antag	EPAC1 agonist	aSyn rescue
CSc1nc2c(c(=O)[nH]c(=O)n2C)n1Cc1ccc(Cl)cc1	-0.7	-1%	-26%	6µM*	0%	?	-9%	-3%	2%
Cc1cc(CN(C)C(=O)CC2C(=O)NCCN2Cc2c(F)cccc2Cl)n[nH]1 (stereo unspecified)	0.0	-2%	-1%	-3%	4%	2	-9%	-1%	0%
CCN(CC)CCNC(=O)CCc1nn(C)c(=O)c2ccccc12	-0.3	7%	3%	-9%	2%	-10	-12%	1%	-6%
O=C(Nc1ccccc1)c1ccc2nsnc2c1	1.6	-13%	-17%	-6%	?	0	-12%	1%	-6%
COc1cc(C(=O)NC2CCN(C)CC2)ccc1Nc1ncc2c(n1)N(Cc1ccccc1)CCC(=O)N2C	0.0	-6%	-15%	2%	-14%	-3	5%	7%	2%
COc1ccc(/C(O)=C2/C(=O)C(=O)N(CC3CCCO3)C2c2cccc(OC)c2)cc1 (stereo unspecified)	-0.1	-5%	-1%	0%	-6%	.	9%	-3%	-5%
Cc1cc(C)n(-c2nnc(C)n2/N=C/c2ccco2)n1	0.6	-3%	1%	-7%	?	3	-2%	-1%	0%
CC1CCCCC1NC(=O)CSC1=Nc2ccccc2C2CC=NN12 (stereo unspecified)	0.1	-3%	-18%	-6%	.	3	-28%	6%	10%
CC1CCN(C(=O)C2CCN(S(=O)(=O)c3ccc(-n4cnnn4)cc3)CC2)CC1	-1.4	-3%	-22%	-2%	-1%	0	-6%	8%	2%
COC(=O)/C=C/CSC1=N/C(=C/c2ccc(-n3cncn3)cc2)C(=O)N1	0.4	-10%	-4%	-6%	14%	4	3%	-7%	-9%
C/C(N)=C(/C#N)C(=O)COC(=O)COc1ccc(Cl)cc1C	1.1	0%	-3%	-3%	.	17	-12%	-6%	1%
C/C(=N\Nc1ccc(S(=O)(=O)N2CCCCC2)cn1)c1cccc(Br)c1	0.2	-11%	0%	0%	?	8	-5%	3%	19%
O=S(=O)(c1ccccc1)N1CCN=C1SCc1cccnc1	4.6	5%	-6%	3%	-25%	0	-8%	2%	1%
COc1ccc(NC(=O)Nc2c[nH]c(=O)[nH]c2=O)cc1OC	-0.7	-18%	-6%[57.1 µM]	-9%	-13%	-5	-10%	3%	-3%
Cc1ccc(CONC(=O)c2ccccc2Cl)cc1	-2.5	2%	18%	-12%	4%	-10	-4%	5%	7%
CSc1cccc(NC(=S)Nc2ccc(F)cc2)c1	-0.2	?	-10%	-16%	14%	4	-21%	20%	1%
COc1cccc(S(=O)(=O)Nc2cccc(C(=O)N3CCCCCC3)c2)c1	-1.6	0%	-2%	0%	.	1	5%	2%	6%
CC(=O)c1c(C)oc2ccc(NS(=O)(=O)c3ccc(F)cc3C)cc12	-0.3	-8%	-7%	-9%	0%	0	3%	2%	-1%
CCN(C(=O)CSc1nnc(Cc2cccc3ccccc23)n1N)C1CCS(=O)(=O)C1 (stereo unspecified)	0.1	2%	6%	-12%	-8%	11	4%	-3%	-6%
O=C(CC1S/C(=N/N=C/c2ccco2)NC1=O)Nc1cccc(Cl)c1Cl (stereo unspecified)	1.0	3%	-19%	-12%	31%	-22	-24%	0%	-3%
Cc1cccc(NC(=O)c2ccc(NCC3CCCO3)c([N+](=O)[O-])c2)c1 (stereo unspecified)	0.3	1%	-3%	1%	.	7	13%	-12%	0%
CCOC(=O)c1sc(N(C)C(C)=O)nc1C	0.0	18%	-6%	0%	0%	6	-5%	-3%	5%
O=[N+]([O-])c1cccn2cc(-c3ccc(Br)cc3)nc12	0.3	1%	?	-26%	?	0	-17%	6%	-4%
O=C(NCc1ccc2c(c1)OCO2)C(=O)NCC1OCCCN1S(=O)(=O)c1cc(F)ccc1F (stereo unspecified)	-1.8	8%	-15%	2%	.	6	9%	11%	1%
O=C(N/N=C/c1ccncc1)c1cc(Br)ccc1OCc1ccccc1	-3.5	11%	-14%[57.1 µM]	0%	-5%	0	-29%	0%	3%
O=C(c1cccs1)N1CCN(CCc2ccccc2)CC1	0.1	-15%	14%	-11%	25%	.	7%	1%	-3%
CCCSc1nnc(CSc2ncccn2)n1C	0.1	-3%	-4%	7%	1%	-3	13%	0%	0%
O=C(c1cccnc1)N1CCN(S(=O)(=O)c2ccc(F)cc2)CC1	1.0	-12%	-7%	-8%	7%	-7	?	-2%	1%
O=C1OCc2cc(NC(=O)C34CC5CC(CC(C5)C3)C4)ccc21	-2.0	-7%	-2%	-11%	9%	0	6%	4%	-3%
Cc1ccc(-c2nc(C(=O)O)cs2)cc1	0.2	10%	-19%	1%	-19%	3	-6%	1%	1%
Cc1c(C(=O)O)[nH]c2c1C(=O)CC(c1ccc(C(C)(C)C)cc1)C2 (stereo unspecified)	-1.8	-18%	-4%	-7%	6%	-20	-17%	-1%	-3%
CCOc1ccccc1/C=C(/NC(=O)c1ccccc1)C(=O)NCC(=O)O	-1.8	-15%	2%	-2%	14%	2	-19%	11%	2%
Nn1c(SCc2cccc(F)c2)nnc1-c1ccncc1	1.1	-2%	4%	-7%	-22%	0	-4%	0%	-3%
COc1ccc(N2C(=O)CC(NNC(=O)c3cccnc3)C2=O)cc1 (stereo unspecified)	0.6	8%	1%	-3%	-7%	1	-4%	-1%	-5%
Cc1cccc(-n2c(SCC(=O)O)nc3sc4c(c3c2=O)CCCC4)c1	1.0	-10%	10%	-3%	-24%	-8	6%	1%	1%
